VHR inh abs – blocks human VHR1 dual specificity phosphatase; P51452; recombinant VHR phosphatase, pNPP absorbance; inhibition, % at 13.3 µM; actives 0.52% (n = 290,000); AID 1654; in the data active = inhibition above about 50%; note: some compounds called inactive have numbers as strong as hits
Target sequence (P51452 whole entry, looked up): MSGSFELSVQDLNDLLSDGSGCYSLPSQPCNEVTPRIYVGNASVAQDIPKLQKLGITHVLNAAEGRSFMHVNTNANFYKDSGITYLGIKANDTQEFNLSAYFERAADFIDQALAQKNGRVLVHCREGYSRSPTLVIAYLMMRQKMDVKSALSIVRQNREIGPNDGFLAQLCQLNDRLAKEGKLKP
Mtb UGM inh – inhibitors of M. tuberculosis UDP-galactopyranose mutase; inhibition, % at 10 µM; actives 0.06% (n = 320,000); P9WIQ1; purified UGM, fluorescence polarization probe displacement; in the data active = inhibition above about 10%, passing the limit was not always enough; inconclusive = no clear call, values can overlap the other calls
Mtb FBA inh – inhibits M. tuberculosis FBA enzyme; P9WQA3; purified M. tuberculosis FBA, fluorescence read-out; actives 2.3% (n = 360,000); inhibition, % at 1 µM; in the data active = inhibition above about 27%;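 note: 0% = vehicle and 100% = reference inhibitor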
Target sequence (P9WQA3 whole entry, looked up): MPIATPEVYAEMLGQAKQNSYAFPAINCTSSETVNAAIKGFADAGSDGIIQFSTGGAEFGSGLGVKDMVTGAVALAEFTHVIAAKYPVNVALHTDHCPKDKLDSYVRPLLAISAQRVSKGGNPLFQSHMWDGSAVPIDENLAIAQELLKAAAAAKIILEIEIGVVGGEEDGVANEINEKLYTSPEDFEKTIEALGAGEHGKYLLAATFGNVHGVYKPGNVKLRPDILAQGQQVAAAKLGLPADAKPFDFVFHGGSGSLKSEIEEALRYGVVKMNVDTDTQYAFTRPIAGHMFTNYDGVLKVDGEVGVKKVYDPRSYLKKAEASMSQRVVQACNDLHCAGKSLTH
Rv3671c inh – inhibits the M. tuberculosis serine protease Rv3671c | P9WHR9 | inhibition, % at 5.96 µM | actives 0.048% (n = 320,000); in the data active = inhibition above about 38%;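 note: extracellular domain of Rv3671c used as enzyme; 0% = enzyme with DMSO and 100% = no enzyme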
Target sequence (P9WHR9 whole entry, looked up, the tested form may be a part): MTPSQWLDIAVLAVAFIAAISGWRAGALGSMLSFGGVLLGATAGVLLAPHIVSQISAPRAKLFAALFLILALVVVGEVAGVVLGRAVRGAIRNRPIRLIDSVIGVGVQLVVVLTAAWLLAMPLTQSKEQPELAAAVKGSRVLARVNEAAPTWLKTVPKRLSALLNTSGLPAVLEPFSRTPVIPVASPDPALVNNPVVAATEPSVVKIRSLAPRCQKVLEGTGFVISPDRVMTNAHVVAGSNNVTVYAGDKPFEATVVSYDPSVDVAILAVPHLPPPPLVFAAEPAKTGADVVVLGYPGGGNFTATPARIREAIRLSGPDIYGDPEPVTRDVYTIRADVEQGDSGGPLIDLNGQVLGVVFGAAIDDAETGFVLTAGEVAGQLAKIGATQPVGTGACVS
BoNT F protease – blocks Botulinum neurotoxin F light chain protease | Multiplex microsphere protease cleavage assay, flow cytometry | actives 0.22% (n = 360,000) | AID 588497 | inhibition, % at 10 µM; in the data active = inhibition above about 35%, passing the limit was not always enough; inconclusive = no clear call, values can overlap the other calls; note: plate controls were buffer without enzyme for full effect and enzyme alone for no effect
CCHFV vOTU inh – CCHFV vOTU protease inhibition | Pep-AMC fluorescence | actives 0.55% (n = 370,000) | inhibition, % at 11.5 µM; note: 0% = vehicle wells with enzyme and 100% = no enzyme wells
FadD28 binding – inhibitors of Mycobacterium tuberculosis FadD28 bisubstrate binding; AID 588549; inhibition, % at 12.5 µM; actives 0.22% (n = 360,000); FadD28 bisubstrate probe binding, fluorescence polarization; in the data active = inhibition above about 8.5%, passing the limit was not always enough; inconclusive = no clear call, values can overlap the other calls
GDH-TPI counter – counter-screen for M. tuberculosis FBA inhibitors: GDH-TPI coupled enzymes. inhibition, % at 4.8 µM. actives 1.2% (n = 360,000). GDH-TPI coupled enzyme counterscreen, NADH absorbance;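 note: 0% = DMSO wells and 100% = wells lacking the enzyme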
MazEF act – activators of E. coli MazEF toxin-antitoxin RNase; P0AE70; FAM/BHQ RNA-DNA oligo cleavage fluorescence, 5 h; activation, % at 20 µM; actives 0.32% (n = 350,000); AID 504720; in the data active = activation above about 50%
Mtb BioA inh – BioA (M. tuberculosis) enzyme inhibition | purified M. tuberculosis BioA enzyme, plate reader | inhibition, % at 9.99 µM | actives 0.096% (n = 360,000) | AID 602481; in the data active = inhibition above about 40%; inconclusive = no clear call, values can overlap the other calls
Numbers without * were called inactive; i = inactive; u = inconclusive; x = not tested or not shown. Cut-off read from the data, not from the text of the source, unless noted: active = inhibition above about 30%; inactive = the rest.

SMILES	VHR inh abs	Mtb UGM inh	Mtb FBA inh	Rv3671c inh	BoNT F protease	CCHFV vOTU inh	FadD28 binding	GDH-TPI counter	MazEF act	Mtb BioA inh
CCOc1ccc(N2C(=O)C3Sc4[nH]c(=O)sc4C(c4ccc(OC)c(OC)c4)C3C2=O)cc1 (stereo not drawn)	4	0.6	2	6	-5	17	-3.7	-10	1	1.5
COC(=O)C1=C(C)N(C)C(=O)/C1=C\c1ccco1	5	0.7	-7	10	-3	4	-0.6	16	5	-1.5
Nc1nc(-c2ccc(-c3ccccc3)cc2)cs1	-4	0.4	33*	-5	-4	-1	0.0	3	-9	x
CC(C)NC(=O)C1CCN(C2CCN(Cc3cn[nH]c3-c3ccccc3)CC2)CC1	23	-2.9	0	3	-6	1	0.5	-1	13	x
CN(Cc1c(F)cccc1Cl)C(=O)C1=CC=CN2CCS(=O)(=O)N=C12	x	0.4	5	6	-6	-6	-3.1	1	4	-1.1
Cc1onc(-c2ccccc2Cl)c1C(=O)NCc1cccs1	10	1.5	1	4	5	6	-4.6	-9	2	1.6
COc1ccc2oc(C(=O)N(Cc3ccco3)Cc3cccs3)c(C)c2c1	x	5.0	3	6	-18	15	-3.9	6	-14	x
COc1ccc(-c2cc(C(=O)Nc3ccc(S(=O)(=O)Nc4onc(C)c4C)cc3)c3ccccc3n2)cc1OC	10	1.5	9	-3	1	-9	-2.2	42*	2	x
COc1cc(NC(=O)c2ccccc2)c(OC)cc1NC(=O)CSc1[nH]c(=O)cc(C)c1C#N	17	2.7	-5	1	-27	-2	-2.0	-2	8	1.4
CC(C)CNC(=O)c1cc2nc3c(c(C(F)(F)F)n2n1)CCc1ccccc1-3	29	-1.4	-3	0	x	-10	-2.1	8	5	0.2
O=[N+]([O-])c1ccc([C@H](O)[C@H](CO)N=Cc2ccccc2O)cc1	23	-4.8	1	2	-3	0	-0.4	8	-1	1.1
N#C/C(=C/c1ccc(C(=O)O)cc1)C(=O)NCc1ccccc1	-1	2.3	-4	8	-9	-11	0.2	19	3	1.0
Cc1ccccc1Cn1c(=O)n(CCCC(=O)NCc2ccco2)c(=O)c2ccccc21	-23	x	2	-16	11	-2	-4.2	-3	1	-0.5
CCOc1ccc(C(=O)Nc2ccc(C(F)(F)F)n(C)c2=O)cc1	20	-1.8	1	-2	-1	0	-0.3	11	-20	-3.5
CCN(CC)c1ccc(CC(=O)NC(C)Cc2ccccc2)cc1 (stereo not drawn)	41	-0.7	0	-4	-2	8	-0.4	-1	0	0.0

Brought forward from above: 4 compounds; new compounds follow.
SMILES	VHR inh abs	Mtb UGM inh	Mtb FBA inh	Rv3671c inh	BoNT F protease	CCHFV vOTU inh	FadD28 binding	GDH-TPI counter	MazEF act	Mtb BioA inh
N#C/C(=C/c1ccc(C(=O)O)cc1)C(=O)NCc1ccccc1	-1	2.3	-4	8	-9	-11	0.2	19	3	1.0
Cc1ccccc1Cn1c(=O)n(CCCC(=O)NCc2ccco2)c(=O)c2ccccc21	-23	x	2	-16	11	-2	-4.2	-3	1	-0.5
CCOc1ccc(C(=O)Nc2ccc(C(F)(F)F)n(C)c2=O)cc1	20	-1.8	1	-2	-1	0	-0.3	11	-20	-3.5
CCN(CC)c1ccc(CC(=O)NC(C)Cc2ccccc2)cc1 (stereo not drawn)	41	-0.7	0	-4	-2	8	-0.4	-1	0	0.0
CC(=O)O[C@H]1CCC2C3CCC4=CC(=O)CCC4=C3C=C[C@@]21C (stereo partly drawn)	15	1.1	5	4	7	2	-0.2	18	-5	-0.6
O=c1c(Cc2ccc(Cl)cc2)c(O)ccn1Cc1ccncc1	22	-0.9	1	-5	3	5	-0.9	-6	1	x
CC(OC(=O)c1cc(S(=O)(=O)N2CCOCC2)ccc1F)C(=O)NCc1ccc2c(c1)OCO2 (stereo not drawn)	x	0.6	2	-4	3	11	-0.1	7	-2	-0.3
O=C(NN1C(=O)C2C3CCC(O3)C2C1=O)c1ccc(Cl)cc1 (stereo not drawn)	-5	0.1	-5	-6	-7	7	-1.9	5	4	-0.6
Cc1cccn2cc(-c3cccc(S(=O)(=O)N4CCCCC4)c3)nc12	32	-2.1	6	-6	-1	12	-1.3	11	-4	2.0
CCc1nc(SCc2ccc(C(=O)OC)o2)c2c(=O)n(C)c(=O)n(C)c2n1	21	-1.8	-3	10	2	0	-2.5	2	16	i
COc1ccc(-c2csc(C(O)c3cccnc3)n2)cn1 (stereo not drawn)	x	x	3	x	-2	-1	-2.2	12	x	-0.1
CCC(CC)NC(=O)C1CCN(S(=O)(=O)c2cccs2)CC1	6	-1.8	-3	-1	0	0	-4.5	-3	2	-0.5
CCOc1ccccc1CN1CCN(Cc2ccc(C)o2)CC1CCO (stereo not drawn)	10	-1.1	-1	-7	-2	7	-2.3	-1	-1	x
Cc1nc(C(F)(F)F)c(C(=O)N/N=C(\N)c2cccnc2)s1	6	2.6	-1	10	1	22	-0.8	4	6	x
Cc1nc(Cc2ccc(OC(C)C)cc2)[nH]c(=O)c1CC(=O)O	30	1.0	1	0	-2	-11	-1.8	-7	-2	x
Cc1ccccc1-n1cc(CNC(=O)CCc2nnc(CCc3ccccc3)o2)cn1	-1	0.0	0	-8	-8	-3	-0.1	1	6	x
Cc1c(C(=O)OCC(=O)N2CCCC2)cccc1[N+](=O)[O-]	16	3.7	3	8	0	-2	3.6	5	-13	-4.9
Cc1cc2c(cc1S(=O)(=O)N1CCN(c3ccc(Cl)cc3)CC1)OCCN2C	13	-1.7	0	0	-5	7	2.9	-9	4	-1.5
C=CCSc1ncccc1C(=O)NCc1ccc(C)cc1	10	1.1	-1	-7	0	1	-1.9	-3	1	-3.2

Quoted from above (two entries):
SMILES	VHR inh abs	Mtb UGM inh	Mtb FBA inh	Rv3671c inh	BoNT F protease	CCHFV vOTU inh	FadD28 binding	GDH-TPI counter	MazEF act	Mtb BioA inh
Cc1cc2c(cc1S(=O)(=O)N1CCN(c3ccc(Cl)cc3)CC1)OCCN2C	13	-1.7	0	0	-5	7	2.9	-9	4	-1.5
C=CCSc1ncccc1C(=O)NCc1ccc(C)cc1	10	1.1	-1	-7	0	1	-1.9	-3	1	-3.2

The list continues.
SMILES	VHR inh abs	Mtb UGM inh	Mtb FBA inh	Rv3671c inh	BoNT F protease	CCHFV vOTU inh	FadD28 binding	GDH-TPI counter	MazEF act	Mtb BioA inh
CCc1ccccc1NC(=S)N1N=CCC1c1ccccc1 (stereo not drawn)	24	3.4	-1	-2	-3	6	-3.1	-4	5	0.2
COCC(=O)OCC(=O)c1cc(C)n(-c2ccc(Br)cc2)c1C	2	0.5	2	3	1	3	-4.6	-8	-1	x
Cc1cc(C)n2c(SCc3ccccc3Cl)nnc2n1	35	1.0	4	8	4	9	-5.6	1	4	1.7
CCN(CC)C(=O)c1sc(N2C(=O)Nc3ccccc3N2O)c(C(=O)OC)c1C	10	4.3	-2	5	-3	-2	-1.3	5	-4	x
COc1cccc(C(C)NC(=O)C2CCCC2)c1 (stereo not drawn)	-4	-3.4	2	5	-8	2	-1.4	3	-2	-1.6
CC(NC(=O)C1CC2CCCC(C1)C2=O)c1ccccc1 (stereo not drawn)	0	-0.5	4	-3	-3	-4	-2.7	-8	3	-0.9
C/C(Cl)=C\Cn1c(O)c(N=NC(N)=S)c2cc(Br)ccc21	-1	-2.9	-6	14	5	1	1.1	4	13	1.0
Cc1ccc(Nc2nc(NCC3CCCO3)nc(N)c2[N+](=O)[O-])cc1C (stereo not drawn)	2	0.3	-3	2	-1	7	-5.1	4	3	-0.1
CN1CCN(CC(=O)N2N=C(c3cccs3)CC2c2ccco2)CC1 (stereo not drawn)	-2	-0.3	2	1	-11	0	-0.4	5	0	3.2
CCn1nnc2cc(C(=O)N3CCC(C(=O)OC)CC3)ccc21	x	-2.0	2	-4	-11	13	-1.2	7	1	3.0
COc1cc(CN2CCNC(=O)C2CC(=O)N2CCc3ccccc3C2)cc(OC)c1 (stereo not drawn)	3	2.1	1	-13	-6	0	0.0	1	-3	6.3
Cc1occc1-c1nnc(SCC(=O)NCCc2ccccc2)n1Cc1ccccc1	-2	1.2	-1	1	12	13	-4.6	-5	1	3.4
O=C(NCc1ccc(Cl)cc1)c1cc2ccccn2n1	11	-0.8	9	3	7	-3	-1.6	-2	-1	0.0
O=C(NCC1(N2CCCCC2)CCCCC1)c1cccc(NS(=O)(=O)c2ccccc2)c1	x	-0.3	-1	2	0	-3	-0.5	-4	6	-0.4
CC(=O)N1c2ccc(S(=O)(=O)NCCC(=O)Nc3ccc(F)cc3C)cc2CC1C (stereo not drawn)	-3	-0.6	0	-10	-8	-2	-1.7	16	4	-0.8

(list continues)
SMILES	VHR inh abs	Mtb UGM inh	Mtb FBA inh	Rv3671c inh	BoNT F protease	CCHFV vOTU inh	FadD28 binding	GDH-TPI counter	MazEF act	Mtb BioA inh
O=C1NCCCc2c1oc1ccc(O)cc21	-9	1.4	-1	9	-1	11	-1.3	3	5	0.4
CCc1ccccc1NC(=S)N(CCN1CCCCCC1)Cc1ccco1	8	-0.2	0	6	2	-1	-0.3	-2	-2	x
CCC(=NC1CC1)c1c(O)n(C2CCCCC2)c(=O)[nH]c1=O	5	-0.5	1	-4	2	4	0.5	-5	7	1.7
Cc1noc(C(F)(F)F)c1C(=O)NNC(=O)c1ccccc1	27	1.8	-1	-2	-11	-1	-0.8	0	-2	x
C=Cn1ccnc1P(=S)(c1ccc(N(C)C)cc1)c1nccn1C=C	13	0.6	1	-1	-6	-3	1.3	5	3	0.0
O=S(=O)(c1ccc(Cl)cc1)n1nnc2ccccc21	15	-0.4	-6	3	28	-13	-0.2	1	6	-1.9
CCOC(=O)CC(NC(=O)CCc1c(C)nc2ncnn2c1C)c1ccc(C)cc1 (stereo not drawn)	16	-0.9	-1	13	-5	-5	-4.4	-6	-3	x
O=C(CN1CCCC1)NC12CC3CC(CC(C3)C1)C2	-1	-1.4	-1	-6	-5	5	-0.9	-2	3	-0.4
CC(C)CCn1cnc2c(oc3nc4c(cc32)CCCC4)c1=O	3	0.2	3	3	u	8	-2.9	-3	4	x
COc1cc(CNCc2cc(OC)ccc2OC)cc(OC)c1	11	0.9	-1	8	12	3	0.9	13	-8	-2.2
O=C(NCCN1CCOCC1)c1cc2ccccc2oc1=O	-15	-0.4	5	13	28	-8	-1.1	15	0	-1.7

Random draw from the library; 4.9% or so of the library scored in one or more.
